V1aR counter: activates human V1a receptor in oxytocin agonist counter-screen. P37288. CHO-V1R cells, Fluo-8 calcium fluorescence, agonist mode; 0% DMSO, 100% 3 nM vasopressin. activation, % at 3 µM. hit rate 0.25% among 320,000. AID 2797;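 active means activation above the mean activation of all tested compounds plus 3 SD, per screening run, cut at about 20% in these data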;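 further: signal is peak over basal fluorescence ratio across a 100 second FLIPR read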
Target sequence (P37288 whole entry, looked up): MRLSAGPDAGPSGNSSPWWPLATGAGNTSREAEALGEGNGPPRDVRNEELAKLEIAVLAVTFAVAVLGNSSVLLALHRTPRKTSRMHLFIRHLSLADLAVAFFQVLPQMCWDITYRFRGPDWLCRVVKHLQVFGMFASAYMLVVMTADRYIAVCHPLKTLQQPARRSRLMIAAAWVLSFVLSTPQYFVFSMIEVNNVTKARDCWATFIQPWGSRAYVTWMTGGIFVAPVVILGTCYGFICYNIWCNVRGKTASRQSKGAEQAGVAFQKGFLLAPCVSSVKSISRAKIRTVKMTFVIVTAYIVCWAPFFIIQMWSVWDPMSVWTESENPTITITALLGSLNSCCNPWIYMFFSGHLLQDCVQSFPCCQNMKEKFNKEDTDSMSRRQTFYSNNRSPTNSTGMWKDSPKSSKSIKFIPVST
TAAR1 antag: antagonists of human TAAR1. Q96RJ0. hit rate 1.5% among 360,000. CHO RD-HGA16 TAAR1, Fluo-8 calcium fluorescence, antagonist. AID 624466. inhibition, % at 3 µM;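 active means inhibition above a per-plate cutoff, the mean inhibition of test compounds on that plate plus 3 SD, cut at about 49% in these data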;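 further: 0% = DMSO plus EC80 beta-PEA response and 100% = DMSO alone without agonist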
Target sequence (Q96RJ0 whole entry, looked up): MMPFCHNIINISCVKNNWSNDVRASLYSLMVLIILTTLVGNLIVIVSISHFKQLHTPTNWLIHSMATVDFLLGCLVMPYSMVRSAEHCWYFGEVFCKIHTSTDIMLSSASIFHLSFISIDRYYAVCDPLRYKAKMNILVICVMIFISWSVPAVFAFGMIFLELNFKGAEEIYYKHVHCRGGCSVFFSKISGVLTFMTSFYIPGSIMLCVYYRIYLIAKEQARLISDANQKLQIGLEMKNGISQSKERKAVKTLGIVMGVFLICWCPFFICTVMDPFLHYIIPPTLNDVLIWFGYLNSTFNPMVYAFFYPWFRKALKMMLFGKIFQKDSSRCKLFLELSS
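test system = CHO RD-HGA16 cells bearing hTAAR1 | replication = singlicate | controls = DMSO-only wells and EC80 β-PEA-stimulated wells | reagent = EC80 β-phenethylamine stimulus | read-out basis = percent inhibition of PEA-evoked calcium signal, max/basal emission ratio | schedule = seeding 17-24 h prior, 75-min 37 °C, 30-min RT dye loading | signal = kinetic Fluo-8 calcium fluorescence measurement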
M1 ag parental: counter-screen for M1 agonists: effect in parental CHO-K1 cells. Fluo-8 calcium fluorescence; scaled to maximal ATP response, vehicle zero. activation, % at 3 µM. hit rate 0.48% among 360,000; in the data active means activation above about 15%;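 further: untransfected CHO-K1 host cells lacking M1 receptor as counterscreen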
CHO-K1 Ca antag: nonselective inhibitor or artifact in parental CHO-K1 cells; ATP-induced calcium, Fluo-8 fluorescence; inhibition, % at 3 µM; hit rate 0.6% among 360,000;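 active means inhibition above a per-plate cutoff, the plate's mean sample inhibition plus 3 SD, cut at about 24% in these data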;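 further: 0% = DMSO plus EC80 ATP and 100% = DMSO alone without ATP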
M1 PAM parental: nonselective activator or artifact in parental CHO-K1 calcium assay; ATP EC20, Fluo-8 calcium fluorescence; 0% at ATP EC20, 100% at ATP max; activation, % at 3 µM; hit rate 0.02% among 360,000;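 active means activation above the run cutoff, the mean activation of all test compounds plus 3 SD, cut at about 40% in these data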;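 further: peak over basal fluorescence ratio in a 140 s read after ATP addition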
OXTR potentiate: potentiates the human oxytocin receptor response | activation, % at 3 µM | CHO-OTR cells, Fluo-8 calcium fluorescence, potentiator mode; 0% = oxytocin EC15, 100% = EC100 | P30559 | hit rate 0.061% among 320,000;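 active means activation above that plate's cutoff, the mean activation of tested compounds plus 3 SD, cut at about 6.6% in these data, passing the limit was not always enough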;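 further: 100% uses oxytocin at 75 nM as the full agonist control; some results filed as inactive read as strong as hits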
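Measured by – Fluo-8 calcium dye fluorescence · Test system – human OTR in CHO cells · Dosing – one concentration, 3.0 µM compound · Controls – EC15 oxytocin alone as 0%, 75 nM oxytocin as 100% · Evaluation – normalized max/min fluorescence ratio, % activation · Timing – 6 min pre-incubation, 100 s read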
GPR7 antagonist: human neuropeptides B/W receptor 1 antagonism. inhibition, % at 4.4 µM. P48145. GPR7-expressing cells, fluorescence antagonist assay. hit rate 1.1% among 290,000; in the data active means inhibition above about 16%, passing the limit was not always enough;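 further: cells stimulated with the agonist NPW; 0% = agonist with vehicle and 100% = vehicle without agonist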
Target sequence (P48145 whole entry, looked up): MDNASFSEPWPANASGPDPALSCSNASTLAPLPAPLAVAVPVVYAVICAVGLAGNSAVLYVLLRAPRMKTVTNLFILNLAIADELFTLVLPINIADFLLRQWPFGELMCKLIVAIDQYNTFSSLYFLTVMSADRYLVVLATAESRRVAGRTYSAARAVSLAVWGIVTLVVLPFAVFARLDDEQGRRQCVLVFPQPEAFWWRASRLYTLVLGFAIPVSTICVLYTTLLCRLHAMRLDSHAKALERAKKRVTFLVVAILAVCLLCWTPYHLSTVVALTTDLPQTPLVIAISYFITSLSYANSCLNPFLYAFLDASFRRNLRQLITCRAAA
CHO parental Ca: counter-screen: ATP calcium response change in parental CHO cells. inhibition, % at 5.6 µM. parental CHO-K1, ATP-induced calcium, Fluo-8 fluorescence. hit rate 0.63% among 330,000;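 active means inhibition above that plate's mean sample inhibition plus 3 SD, cut at about 26% in these data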;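 further: 0% = ATP-challenged DMSO wells and 100% = DMSO wells without ATP; some compounds past the cut are filed as inactive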
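Test system: untransfected parental CHO cell line; also added: ATP stimulus; dosing: 5.6 µM, single dose; signal: calcium-sensitive Fluo-8 fluorescence; measure: percent inhibition of ATP-evoked calcium rise, normalized to controls; benchmarks: low control ATP plus DMSO, high control DMSO only; replication: one well per compound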
OXTR agonist: activates the human oxytocin receptor; CHO-OTR cells, Fluo-8 calcium fluorescence; normalized: DMSO 0%, oxytocin 100%; activation, % at 3 µM; hit rate 0.32% among 320,000;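 active means activation above the mean of all tested compounds plus 3 SD, cutoff set per screening run, cut at about 20% in these data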;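 further: peak over basal fluorescence ratio from a 100 s FLIPR kinetic read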
Starred values were filed as active, the others as inactive; . = not tested or not shown; & = joins results of further samples.

cpd	mol	V1aR counter	TAAR1 antag	M1 ag parental	CHO-K1 Ca antag	M1 PAM parental	OXTR potentiate	GPR7 antagonist	CHO parental Ca	OXTR agonist
1	CN(C)CCNC(=O)c1cc(Br)ccc1Cl	0.5	5	1.4	-12	2	-2	-5	-11	1.5
2	COc1ccc(NC(=O)c2ccc3nccnc3c2)cc1	1.5	8	1.2	2	2	-21	-11	-13	0.0
3	Cc1ccccc1-n1c(SCC(=O)Nc2ccc3c(c2)OCO3)nnc1-c1ccccn1	-1.0	-1	2.0	-7	13	-18	-10	-25	-2.6
4	O=C(N/N=C/C(Cl)=C/c1ccccc1)c1ccccn1	0.8	23	0.1	8	-1	-5	-8	-13	-1.4
5	Cc1ccc(C2=NC3(CCCCC3)N=C2SCC(=O)Nc2ccc3c(c2)OCCO3)cc1	-0.5	-7	0.1	-11	32	-11	6	-10	-1.5
6	CCCCCn1cnc2sc(-c3ccccc3)cc2c1=O	0.1	7	0.3	-12	12	-9	-3	-21	-1.3
7	Cc1cc(C)c(S(=O)(=O)NNC(=O)C2CCN(Cc3ccccc3)CC2)c(C)c1	1.2	14	0.7	-11	9	-12	0	-24	3.4
8	COc1ccc(S(=O)(=O)Nc2cccc(-c3ccc4nncn4n3)c2)cc1F	2.2	-9	1.3	2	14	-10	2	7	2.5
9	COc1cc(/C=C2\C=CC(=O)O2)cc(OC)c1	-0.2	-8	-0.6	-8	0	0	-12	-5	-1.8
10	COCCNC(=O)[C@H](C)[C@H]1C[C@]1(C)[C@H](NC(=O)OCc1ccccc1)c1ccccc1	-0.5	21	0.4	-9	5	-23	0	-14	-1.2
11	O=[N+]([O-])c1ccc(OCCOCCOc2ccc([N+](=O)[O-])cc2)cc1	1.5	0	1.1	-12	10	-11	7	-8	0.7
12	CCOC(=O)c1cnc2nc(SCc3ccccc3Cl)[nH]n2c1=O	0.6	-1	-0.6	-7	13	-3	.	9	-0.7
13	COCCn1c(N)c(C(=S)NC(=O)c2cccs2)c(=O)[nH]c1=O	1.0	-6	0.4	-14	11	-4	0	-7	1.1
14	Nc1ccn(CC(=O)N[C@H](CO)Cc2c[nH]c3ccccc23)c(=O)n1	0.4	14	0.5	-15	9	-3	.	5	0.2
15	CCC(C(=O)NCCc1ccccc1)c1ccccc1 (stereo not drawn)	-0.2	-13	0.2	-5	12	-11	2	-17	-1.7
16	CCOC(=O)c1c(NC(=O)c2ccncc2)sc(C)c1C	-0.1	-8	0.2	-7	20	-3	4	1	-0.9
17	O=C(Cc1c[nH]c2ccccc12)N1CCc2ccccc21	2.0	28	-0.1	-3	13	-9	13	-25	1.4
18	COc1ccc(C(=O)N2CCN(c3c(C)cccc3C)CC2)cc1OC	7.2	-6	0.8	11	-3	-6	5	-19	5.4
19	COC(=O)c1ccccc1NC(=O)C1CC(c2ccccc2O)=NO1 (stereo not drawn)	0.1	18	0.0	15	-14	-2	-11	-21	-1.4
20	CC(Oc1ccc(S(=O)(=O)N2CCCC2)cc1[N+](=O)[O-])C(=O)NC1(C#N)CCCCC1 (stereo not drawn)	2.9	9	1.5	-3	-2	-4	.	-13	1.1

The final 2 records of the part before are carried over, then new ones follow:
cpd	mol	V1aR counter	TAAR1 antag	M1 ag parental	CHO-K1 Ca antag	M1 PAM parental	OXTR potentiate	GPR7 antagonist	CHO parental Ca	OXTR agonist
19	COC(=O)c1ccccc1NC(=O)C1CC(c2ccccc2O)=NO1 (stereo not drawn)	0.1	18	0.0	15	-14	-2	-11	-21	-1.4
20	CC(Oc1ccc(S(=O)(=O)N2CCCC2)cc1[N+](=O)[O-])C(=O)NC1(C#N)CCCCC1 (stereo not drawn)	2.9	9	1.5	-3	-2	-4	.	-13	1.1
21	O=C(COC(=O)c1ccc(S(=O)(=O)N2CCCC2)cc1)Nc1cccc(Br)c1	4.9	-2	2.0	-5	-17	-6	.	-9	5.7
22	CN(Cc1ccccc1)C(=O)CN1C(=O)NC2(CCCc3sccc32)C1=O (stereo not drawn)	.	-10	-0.2	13	10	.	.	.	.
23	Cc1c(N=Cc2ccc(-c3ccc(Cl)cc3)o2)c(=O)n(-c2ccccc2)n1C	1.1	-1	0.4	-12	21	0	14	-16	-0.6
24	CCN(Cc1ccccc1)S(=O)(=O)c1ccc(S(=O)(=O)N2CCN(CCC#N)CC2)cc1	1.1	-9	-0.2	-3	11	1	4	-15	0.9
25	CCc1ccccc1NC(=O)c1cc(C2CC2)on1	0.5	-5	-0.7	0	6	-1	.	2	-2.2
26	CC(C)=CCN1CCN(Cc2cccn2-c2nccs2)CC1CCO (stereo not drawn)	-0.4	3	0.3	-10	-8	-1	-6	-22	0.1
27	Cc1cccc(NC(=O)c2sc3nc(-c4ccc(F)cc4)cn3c2C)n1	2.2	1	2.0	-5	14	-5	-7	-21	-0.2
28	CCn1c(Cc2ccccc2)nnc1SCC(=O)N1CCCCC1	-0.1	-15	-0.1	-7	16	-8	-14	0	0.3
29	Cc1ccccc1Nc1nnc(SCc2cc(=O)n3ccsc3n2)s1	1.2	21	4.3	-19	13	-11	-13	2	0.9
30	CC1(O)C(c2ccccc2)=Nc2ccccc21 (stereo not drawn)	.	-11	0.6	5	12	.	.	.	.
31	CCCCCNC(=O)C1CC=CCC1C(=O)O (stereo not drawn)	0.3	-5	0.1	-9	6	-14	-1	-7	-0.9
32	COc1ccc(NC(=O)CSc2nnc(NC(=O)CN3CCOCC3)s2)cc1	0.0	5	0.0	-17	13	-10	5	-10	0.3
33	Cc1cc2nc(C(C)(C)C)c(CC3CCCCC3)n2c(C)c1Br	.	-7	-0.1	-16	4	.	.	.	.
34	CCCCNCC1C(Oc2ccc(Cl)cc2)C(=O)N1c1ccccc1C (stereo not drawn)	3.1	3	2.1	4	8	-1	12	-16	1.9
35	Cc1occc1-c1nnc(SCC(=O)c2c(N)n(Cc3ccccc3)c(=O)n(C)c2=O)n1C	0.4	5	2.1	-13	13	-8	10	-4	1.4
36	O=C(Cc1ccccc1)NCCS(=O)(=O)N1CCN(c2ccccc2)CC1	-1.1	11	0.1	-3	-6	-1	.	-18	-0.5
37	COc1ccc(C(=O)/C=C/c2ccc(F)cc2)c(OC(=O)c2ccc([N+](=O)[O-])cc2)c1	0.3	-6	-0.1	4	-1	-8	1	2	-0.2
38	CC(C)N1C(=O)C2C(C(=O)NCc3ccccc3)C3C=CC2(O3)C1C(=O)NC(C)(C)C (stereo not drawn)	-0.2	7	0.2	3	-5	-11	-1	-12	-0.2
39	O=c1[nH]c2ccc(Cl)cc2c(-c2ccccc2)c1N1CCOCC1	0.3	-29	-0.5	1	10	2	-9	-20	0.2
40	NC(=O)NC(CC(=O)NCCc1ccc(S(N)(=O)=O)cc1)c1ccc(Cl)cc1 (stereo not drawn)	-0.6	-12	0.7	-1	14	1	-19	-4	0.4
41	CC(=O)N(c1ccccc1)c1nc(C)cc(C)c1C#N	5.6	-6	0.0	0	15	2	-8	-7	-0.2
42	CC(C)[C@@H](NC(=O)OC(C)(C)C)C(=O)NCC1CCC(C(=O)N[C@@H](Cc2ccccc2)C(=O)O)CC1 (stereo partly drawn)	0.3	-11	0.1	-8	20	-10	-17	0	1.0
43	CCCC(=O)N(CCN(C(=O)CCC)c1ccccc1)c1ccccc1	-0.7	4	2.9	10	4	-5	-5	-16	-1.6
44	O=C(COc1cc([N+](=O)[O-])cc2cccnc12)NCCC1=CCCCC1	6.0	7	6.7	-9	4	-16	6	1	2.1
45	Cc1ccc(-c2nnc3cccc(Cl)n23)cc1	-0.2	-26	0.1	7	-5	-3	-19	-8	-0.6
46	CCCOc1ccc(Cc2c(Cl)nc(SC)nc2N(C)C)cc1	-0.7	17	1.5	-13	22	-13	-8	-3	-0.9
47	COc1cccc2cc(C(=O)N3CC(C)OC(C)C3)c(=O)oc12 (stereo not drawn)	0.4	3	-0.6	-5	11	3	-6	-5	-0.3
48	CN(CP(=O)(O)CN(C)S(C)(=O)=O)S(C)(=O)=O	0.2	12	-0.1	18	-3	-7	0	-3	1.4
49	COc1ccc(N=Cc2c(O)n(-c3ccc(OC)cc3)c(=O)c3ccccc23)cc1	-0.5	-13	0.4	2	19	-1	-9	-11	0.4
50	COc1ccc(C2c3c(C)nn(-c4ccccc4)c3NC(=O)N2c2ccccc2)cc1 (stereo not drawn)	0.3	7	2.3	-2	25	-3	-5	-17	-0.8
51	O=S(=O)(c1ccc(=S)[nH]c1)N1CCCCCC1	0.9	-9	0.8	-10	10	-3	.	-13	2.2
52	CCN(CC)N=Nc1ccc(S(=O)(=O)Nc2nc(C)cc(C)n2)cc1	1.0&1.6	-7&-7	0.6&0.2	-9&4	-3&-2	-10&-3	-1&-11	-4&-9	0.9&1.3
53	Cc1cc(-c2ccccc2)c2c3c(c(-c4ccccc4)n2n1)c(=O)n(C)c(=O)n3C	-0.4	.	3.3	-5	0	-12	5	9	-1.0
54	COC(=O)c1ccc(COC(=O)CNS(=O)(=O)c2ccc(C)cc2)cc1	1.9	-1	2.3	-10	18	-7	6	-16	-1.0
55	COc1ccc(OCC(=O)N2N=C(C(F)F)CC2(O)C(F)F)cc1 (stereo not drawn)	0.3	15	1.5	-7	15	-5	-3	4	0.5
56	CC(=O)c1nn(-c2cccc(Br)c2)cc1C(=O)c1ccco1	-0.6	-21	0.2	-21	10	-19	-14	-11	-3.1
57	Cc1ccc(-c2csc3nnc(SCC(=O)NCc4ccc5c(c4)OCO5)n23)cc1	-1.0	-11	0.5	-27	3	-4	3	-25	-0.3
58	N#CCCN(CC(=O)O)S(=O)(=O)c1ccccc1	0.9	-5	0.0	3	7	-6	-1	-3	1.4
59	COc1ccccc1C(=O)Nc1ccnn1C1CCN(Cc2cnn(C)c2C)CC1	-0.1	-18	0.0	-11	-8	-9	-6	-2	-0.8
60	CC(=O)Nc1ccccc1OC(C)C(=O)NC(C)c1ccc(F)cc1 (stereo not drawn)	-0.1	-1	0.3	13	-11	-13	-2	-23	-0.3
61	C/C(=N\OC(=O)NC(C)C)c1sc(-c2ccc(Cl)cc2)nc1C	0.2	-27	1.9	-6	12	-9	-8	-16	-2.3
62	Cc1onc(-c2c(Cl)cccc2Cl)c1C(=O)NCc1ccc(S(N)(=O)=O)cc1	0.2	4	1.4	-9	24	-5	-2	0	0.2
63	O=C(NC(Cc1ccccc1)C(=O)O)/C(=C\c1ccco1)NC(=O)c1ccccc1Br (stereo not drawn)	1.2	-15	1.1	-14	22	-1	-6	-6	-0.9
64	C=CCn1c(SCC(=O)N2CCC(C)CC2)nc2c([nH]c3ccccc32)c1=O	.	14	0.4	2	-7	.	.	.	.
65	CN(C)Cc1cc(OCc2ccccc2)cc(CN(C)C)c1O	.	-13	0.5	4	24	.	.	.	.
